Screening results from PubChem.
D1 PAM = potentiators of human D1 dopamine receptor; P21728; HEK293 TREx D1 cells, calcium flux, dopamine EC20 potentiation; potentiation, % at 10 µM; hit rate 0.036% among 360,000; in the data active = potentiation above about 30%; note: 0% is about no effect
D1 antag = blocks dopamine activation of the human D1 receptor; hit rate 3.2% among 360,000; P21728; HEK293 TREx D1 cells, calcium flux, dopamine EC80; stronger effect = lower value; AID 504652; activity change, negative = inhibition, % at 10 µM; in the data active = activity change below about -30%; note: % is set by controls: 0 for no effect and ±100 for the full control effect
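Allosteric or orthosteric antagonism assessed as attenuation of the calcium response to EC80 dopamine, added 180 s after compound, in induced HEK293 Trex D1 cells loaded with no-wash calcium dye.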
Vif-APOBEC3G blk = blocks the Vif interaction with human APOBEC3G; Q9HC16; HeLa A3G-eYFP + Vif (tagged APOBEC3G with the HIV-1 protein that degrades it), YFP fluorescence, overnight; Potency, µM (doses to about 46.1 µM), for the others: at the highest dose activity, negative = active, hits mostly inhibitors; hit rate 0.076% among 410,000;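 note: potency is the fitted concentration of half-maximal effect; % is set by controls: 0 for no effect and ±100 for the full control effect; nearly all actives have a fitted effect of over 60% in size; hits raise eYFP signal because A3G escapes Vif-driven loss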
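Read-out is eYFP fluorescence (Ex 488/Em 500-530) from Vif-expressing HeLa A3G-eYFP cells; more signal means A3G escaped Vif-mediated degradation. Cells plated overnight, compound pinned in, incubated overnight at 37 deg C.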
LDHA inh = LDHA (human) enzyme inhibition; purified LDHA, NADH/diaphorase-resazurin fluorescence; stronger effect = lower value; activity change, % (values are at about 110 or 230 µM); hit rate 0.15% among 480,000; AID 1347041; in the data active = activity change below about -30%; inconclusive = mostly about -25% to -30%;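 note: plate controls were DMSO wells for no effect and wells without enzyme for full effect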
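Remaining NADH was detected by diaphorase (0.133 mg/mL) converting 37 µM resazurin to fluorescent resorufin, read at 0 and 20 minutes. The preceding 5-minute room-temperature reaction used 2 nM LDHA, 0.2 mM sodium pyruvate and 0.06 mM NADH at pH 7.4.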
GRP78 ERSR act = induces the endoplasmic reticulum stress response in human glioma cells. U87-MG GRP78 promoter luciferase reporter, 16 h. Potency, µM, for inactives: at the highest dose activation, usual class: activators. hit rate 0.02% among 420,000; note: potency is the fitted concentration of half-maximal effect; series mostly up to about 76 µM; % of control where 0% means no effect; nearly all actives have a fitted effect of over 35% in size
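Stably transfected U87-MG glioma cells carrying a GRP78-based luciferase sensor; 16 h compound incubation. Luminescence end-point read 10 min after Bright-Glo addition at room temperature.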
D2 potentiator = positively modulates the human D2 dopamine receptor allosterically. potentiation, % at 10 µM. hit rate 0.34% among 340,000. P14416. HEK293 T-REx D2, calcium flux, EC20 dopamine potentiation;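 active = potentiation over 3 SD above the plate norm, cut at about 30% in these data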; note: 0% is about no effect
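Using a no-wash calcium dye in inducible, force-coupled HEK293 Trex cells expressing D2, we tracked fluorescence each second for 180 s after compound, then for 180 s after EC20 dopamine to detect augmented signalling.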
Vif-A3F inh = blocks the Vif interaction with APOBEC3F; HeLa A3F-eYFP + Vif (tagged APOBEC3F with the HIV-1 protein that degrades it), YFP fluorescence increase; Potency, µM (top dose mostly 46.1 µM), for inactives: top-dose activity, negative = active; hit rate 0.2% among 390,000; AID 602313; note: potency is the fitted concentration of half-maximal effect; % of control where 0% means no effect; nearly all actives have a fitted effect of over 65% in size
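HeLa cells stably expressing A3F-eYFP plus Vif, plated and incubated overnight at 37 deg C, then exposed to compounds overnight at 37 deg C. Blocked degradation read as raised yellow fluorescence (Ex 488/Em 500-530).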
D1 ag = agonists of human D1 dopamine receptor | activation, % at 2 µM | P21728 | HEK293 T-REx D1 cells, calcium flux, agonist mode | hit rate 1% among 360,000; in the data active = activation above about 30%; note: 0% is about no effect
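Agonism was scored from calcium flux recorded over 180 s (1 read/s) after pintool compound addition, following a 10-cycle baseline. Cells were inducible force-coupled HEK293 TREx D1, plated overnight at 30 C and loaded with no-wash calcium dye.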
RXFP1 agonist = agonists of human relaxin receptor RXFP1; HEK293T-RXFP1 cAMP TR-FRET, 30 min; response scale: percent of porcine relaxin response, buffer zero; Potency, µM (top dose mostly 57.5 µM), for inactives: at the top dose activation, hits mostly activators; hit rate 0.3% among 370,000; note: potency is the fitted concentration of half-maximal effect; % is set by controls: 0 for no effect and ±100 for the full control effect; nearly all actives have a fitted effect of over 60% in size; many of its hits are not listed in these tables
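cAMP rise read by TR-FRET after 30 min, 37C compound exposure (up to 58 uM) in RXFP1-transfected HEK293 cells with Ro 20174 present. EC50 from Hill-equation fits, with 29 nM porcine relaxin as 100% and buffer as basal.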
Numbers without * were called inactive; ? = inconclusive; . = not tested or not shown; & = joins results of further samples. Unless noted, calls come from the whole dose curve; as a rule, active = well fitted curve in the direction sought with a large enough effect; inconclusive = small, poorly fitted or top-dose-only effect, or another doubt; inactive = no such curve, though single readings can be large; an effect the other way counts as inactive or inconclusive. This is a subset. The share of hits here may be higher or lower than overall.

Results follow in this order: Vif-A3F inh, D1 antag, D2 potentiator, Vif-APOBEC3G blk, GRP78 ERSR act, D1 ag, RXFP1 agonist, LDHA inh, D1 PAM
(1) O=C(/C=C/c1ccc(OCCCF)cc1)NCc1ccc(Cl)c(Cl)c1
 : 0.1%, -15.6, 3.3, 3.0%, -4.2%, 8.9, 2.4%, -0.5, -8.9
(2) Fc1ccc(-c2nnc(-c3ccc(F)cc3)o2)cc1
 : 8.5%, 12.1, -2.3, 1.5%, 1.2%, 3.8, 5.3%, -8.5, -4.2
(3) CC(C)c1ccc(NC(=O)Cn2c(=O)n(CCc3ccccc3)c(=O)c3ccccc32)cc1
 : 4.7%, -2.3, -2.7, -3.7%, -0.9%, 0.4, 1.0%, -4.4, 0.9
(4) N#C/C(=N\Nc1ccccc1)C(=N)N1CCCCC1
 : -10.6%, -13.6, -18.9, -6.4%, -5.0%, 2.2, -0.4%, -3.8, 3.0
(5) NC(=O)CSc1nnc(-c2cc(-c3ccc(Cl)cc3)nc3ccccc23)o1
 : 16.6%, ., -6.2, 2.8%, 0.3%, 0.4, 2.0%, -6.0, -3.0
(6) O=C(NCC(c1ccco1)N1CCCC1)c1ccc(S(=O)(=O)Nc2ccccc2F)cc1 (centres undefined)
 : 9.1%, 22.8, 13.6, 0.1%, -4.6%, 5.6, 0.0%, -1.6, -0.8
(7) Cc1ccccc1C(=O)OCC(=O)NCC1COc2ccccc2O1 (centres undefined)
 : -8.2%, 6.2, 13.2, -1.5%, 0.3%, 2.0, 1.2%, -5.0, 4.4
(8) Cc1[nH]c2ccccc2c1C(=O)CSC(=S)N(C)C1CCCCC1
 : -0.2%, -18.3, 2.8, 2.4%, -0.1%, 4.5, -0.1%, -4.4, -4.1
(9) CCOC(=O)C1=C(C)C(c2ccc(OC)cc2OC)NC(=O)N1 (centres undefined)
 : -2.8%, 6.9, -1.1, 2.7%, -2.5%, 0.1, 1.3%, -2.8, 0.3
(10) O=C(OCc1nnc(-c2ccccc2)o1)c1cc([N+](=O)[O-])ccc1Cl
 : 4.6%, 12.0, -1.3, 2.0%, -2.3%, -4.0, 0.0%, -8.9, -1.4
(11) Cc1c(Cl)cccc1NC(=O)C1CC(=O)N(C2CCCC2)C1 (centres undefined)
 : -0.1%, ., ., -0.6%, -7.9%, ., ., -1.3, .
(12) Cc1ccc(S(=O)(=O)N(Cc2n[nH]c(=S)n2-c2ccccc2)c2ccccc2)cc1
 : 8.5%, 3.4, 6.2, -9.7%, 6.3%, -0.8, 0.0%, -12.8, -4.0
(13) COc1cc(SC)ccc1C(=O)Nc1nc(C)cs1
 : -6.2%, -5.2, 5.8, -0.8%, 2.3%, -0.4, 12.0%, 3.8, -11.8
(14) CCc1ccc2[nH]c3nc(SCC(=O)NNC(=O)c4ccc(C(C)(C)C)cc4)nnc3c2c1
 : -0.8%, 2.2, 9.6, -0.1%, 8.4%, 1.8, 1.7%, -5.5, -7.2
(15) NC(=O)CCC(NC(=O)c1ccc(Cl)cc1)C(=O)NCCc1ccc2c(c1)OCCO2 (centres undefined)
 : -3.5%, 21.1, 8.0, -0.7%, -2.6%, 1.8, 2.3%, -3.8, 7.7
(16) CC(=O)NS(=O)(=O)c1ccc(NC(=S)NC(=O)c2ccco2)cc1
 : ., 1.0, -1.8, 0.4%, 1.7%, 2.1, -0.9%, -7.5, 0.1
(17) CCCC(=O)Nc1cccc(-c2cn3cccnc3n2)c1
 : -5.4%&0.0%, 20.4&-7.5, 2.5&-2.1, -5.3%&4.9%, 2.4%&-0.4%, 1.7&3.9, 18.5%&23.5%, -5.1&3.8, 0.3&0.8
(18) CCCc1cc(=O)oc2cc(OCc3ccc(OC)cc3)c(Cl)cc12
 : -11.4%, -9.2, -2.9, -1.6%, -3.9%, 2.4, -0.9%, -0.8, 5.1
(19) CC1=NN(C(C#N)c2ccccc2C)C(c2ccccc2)C1 (centres undefined)
 : 0.1%, 27.5, 8.9, 2.2%, -1.5%, 13.6, 3.2%, 1.7, -2.7
(20) Cc1ccc(CS(=O)Cc2ccc(C(=O)NCc3ccc4c(c3)OCO4)o2)cc1 (centres undefined)
 : -0.4%, -1.6, 4.0, -2.1%, -3.1%, -0.2, 4.3%, -0.1, -4.8
(21) CCn1c2ccccc2c2cc(NC(=O)CN3CCCC3)ccc21
 : 16.7%, -10.4, -2.3, 0.3%, -0.5%, 0.0, -1.5%, -7.9, -1.6
(22) O=C(NC1CCCCC1)C1Cc2ccccc2CN1S(=O)(=O)c1ccc(F)cc1 (centres undefined)
 : -4.3%, -3.2, 10.9, -1.8%, -4.9%, -2.2, -1.5%, -0.9, 1.1
(23) Cc1ccc(N/C(N)=N/c2nc(CSc3nnc(C)s3)cc(=O)[nH]2)c(C)c1
 : -12.1%, -13.6, -2.4, ?, -5.9%, 1.9, 3.0%, -0.8, -5.0
(24) COc1cccc(CN(C(=O)c2cccc(OC)c2)C2CCS(=O)(=O)C2)c1 (centres undefined)
 : 0.1%, 50.0, -11.7, -3.4%, 2.8%, 4.6, 2.9%, -5.0, -6.1
(25) CN1CCN(CCCNC(=O)c2cc3c(=O)oc4ccccc4c3s2)CC1
 : -0.9%, 8.7, 9.8, 0.6%, 4.0%, 4.1, 2.8%, -2.1, -0.7
(26) COC(=O)CN(c1nc(C)c(Br)c(OC)n1)S(=O)(=O)c1ccccc1
 : 6.7%, 34.6, 3.7, -3.8%, -2.8%, 1.4, -0.5%, -2.6, -1.6
(27) Cn1cccc1/C=N/N1CCN(c2ccccn2)CC1
 : -22.8%, -20.1, -8.2, 0.9%, 2.8%, 7.1, 0.1%, -4.3, -0.3
(28) CCN(CC)c1ccc(/C=C2/C(=O)N(c3ccc([N+](=O)[O-])cc3)N=C2N2CCOCC2)cc1
 : ., 1.1, -6.5, ., ., 1.7, 0.4%, ., -2.9
(29) CCC(=O)Nc1ccc2c(c1)nc(CCN1CCC(C)CC1)n2C
 : 1.5%, 12.8, -1.2, -9.5%, -2.8%, 0.5, -0.4%, 2.3, -6.7
(30) Cc1c(C(=O)NCCCN2CCOCC2)sc2nc(-c3ccccc3)cn12
 : ., 1.8, -14.1, ., ., 0.0, -0.6%, ., -2.1
(31) O=C(Nc1c(C(=O)N2CCN(c3ccccc3F)CC2)oc2ccccc12)c1cccc(F)c1
 : -3.9%, -3.3, 2.5, -0.6%, -2.9%, 2.0, -1.2%, 0.3, -1.1
(32) Cc1noc(C)c1COc1cccc(C(=O)NCc2ccccc2Cl)c1
 : 0.5%, -7.2, 2.2, 3.4%, 2.3%, 6.2, 2.0%, -3.4, 0.9
(33) COc1ccc(C(=O)N2CC(c3ccccc3)CC2=O)cc1 (centres undefined)
 : -12.6%, -11.8, 9.4, 3.3%, 1.6%, 6.9, -1.1%, -11.0, 5.0
(34) O=C(N/N=C/c1cccc(O)c1)c1ccc(-n2cnnn2)cc1
 : 3.6%, -0.6, 10.1, 0.2%, -2.4%, 4.9, -4.9%, 7.4, 5.3
(35) CCCS(=O)(=O)N1CCCC(C(=O)c2cccc(Cl)c2)C1 (centres undefined)
 : 10.4%, -2.0, -3.0, 1.2%, -2.4%, 0.4, -0.5%, -1.9, -2.2
(36) O=C(COC(=O)c1n[nH]c2ccccc12)Nc1ccccc1
 : 4.4%, -13.0, -11.4, -4.5%, 2.4%, 2.6, -1.7%, -17.2, -1.1
(37) Cc1ccc2nc(NC(=O)c3ccc(-c4nc5ccccc5s4)s3)sc2c1
 : -4.7%, 5.1, -2.5, 0.6%, -4.3%, -1.3, 2.8%, -0.6, -1.8
(38) COc1ccccc1NC(=O)CSc1nc(O)cc(=O)n1-c1ccccc1OC
 : -15.3%, ., ., -2.1%, -3.7%, ., 1.5%, -4.5, .
(39) COc1cc2c(c(OC)c1OC)-c1ccc(OC)c(=O)cc1C(N)CC2 (centres undefined)
 : 0.3%, ., ., -51.1%, -5.1%, ., ., -1.3, .
(40) c1ccc(CSc2n[nH]c(-c3ccco3)n2)cc1
 : -2.1%, 2.3, -10.1, -0.9%, -7.4%, -1.0, 0.9%, 0.4, -0.7
(41) O=C1c2ccccc2C(=O)N1CCCC(=O)N1CCc2ccccc21
 : -9.9%, 3.4, -4.6, 1.2%, -0.9%, 1.5, 0.7%, -5.6, -3.1
(42) Cc1nn(C)cc1S(=O)(=O)N1CCCC(C(=O)O)C1 (centres undefined)
 : -0.6%, 8.9, 12.5, 13.6%, -4.9%, 0.1, 0.9%, -13.8, -4.5
(43) Cc1ccc(C2OCC3(CO)COC(c4ccc(C)cc4)N23)cc1 (centres undefined)
 : -2.5%, 20.9, 2.8, -4.2%, -3.3%, -3.1, -3.5%, -0.8, 2.8
(44) COc1ccc(OC)c(C(=O)c2ccccn2)c1
 : -6.2%, 6.9, 0.9, -0.4%, -1.8%, 1.5, 0.4%, -0.6, 2.6
(45) CCOc1ccccc1N1CCN(C(=O)CSc2ccc3c(c2)OCCO3)CC1
 : 7.7%, -5.6, 1.5, 0.5%, -3.1%, 9.0, 0.3%, 0.1, -1.7
(46) CC(C)(C)N(NC(=O)c1ccccc1)C(=O)c1cccc(C(=O)N(NC(=O)c2ccccc2)C(C)(C)C)c1
 : -4.3%, 2.8, 9.4, -0.8%, 3.9%, 2.8, 1.5%, -4.4, -3.3
(47) CCCC(=O)Nc1nc(-c2ccc3c(c2)CCN3S(C)(=O)=O)cs1
 : -8.8%, -19.4, 3.4, 0.4%, -0.3%, 7.1, -2.8%, -3.4, 3.6
(48) CC(C)Oc1ccc(C(=O)Nc2nnc3n2CCS3)cc1
 : 1.6%, 5.6, -2.6, 1.3%, -8.1%, 0.7, 0.5%, 3.4, -4.8
